rCAG binder – r(CAG) repeat RNA binding | TO-PRO-1 dye displacement fluorescence | inhibition, % at 3 µM | 370,000 compounds, 1.3% hits;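 active = inhibition above the plate cutoff, the mean of all test compounds on that plate plus 3 SD, cut at about 35% in these data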;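 also: 0% = DMSO alone and 100% = 100 µM mitoxantrone as full dye displacement; higher means more dye released from RNA so lower well fluorescence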
NPR1 activator – GC-A (human) enzyme activation; P16066; HEK293 GC-A cells, cGMP TR-FRET, EC30 ANP; 0% at EC30 ANP, 100% saturating ANP; activation, % at 10 µM; 370,000 compounds, 0.14% hits; AID 1671463; in the data active = activation above about 40%
PRMT1 inh – blocks human protein arginine methyltransferase 1 | inhibition, % at 2.79 µM | recombinant PRMT1, activity-based probe fluorescence polarization | 370,000 compounds, 1.3% hits | Q99873;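 active = inhibition above about 21% made by adding two undisclosed values, limit read from the data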
Target sequence (Q99873 whole entry, looked up): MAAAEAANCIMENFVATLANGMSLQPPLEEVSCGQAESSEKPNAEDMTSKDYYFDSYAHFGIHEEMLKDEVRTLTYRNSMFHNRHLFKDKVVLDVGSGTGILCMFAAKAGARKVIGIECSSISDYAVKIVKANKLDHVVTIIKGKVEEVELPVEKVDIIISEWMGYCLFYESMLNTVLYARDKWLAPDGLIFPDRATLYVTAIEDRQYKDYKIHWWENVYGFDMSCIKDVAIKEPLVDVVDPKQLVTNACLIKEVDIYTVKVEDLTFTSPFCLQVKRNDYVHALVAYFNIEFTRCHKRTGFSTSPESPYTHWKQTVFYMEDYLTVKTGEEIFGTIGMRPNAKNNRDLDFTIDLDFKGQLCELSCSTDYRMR
GC-B act – GC-B (human) receptor activation; 370,000 compounds, 0.11% hits; P20594; activation, % at 10 µM; HEK293-GC-B cells, CNP EC30, cGMP TR-FRET; 0% at EC30 CNP, 100% saturating CNP;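 active = activation at 10 µM reaching about 35% in either raw or pattern-adjusted values, limit read from the data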
TCR-CD3 inh – blocks the human TCR-CD3 interaction; 360,000 compounds, 0.37% hits; inhibition, % at 9.4 µM; TAMRA-labeled TCR probe fluorescence, biochemical; in the data active = inhibition above about 19%;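 also: recombinant mutant TCR 2C K166C tagged with TAMRA read by polarization; 0% = receptor in buffer alone and 100% = receptor with positive control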
SIAE primary – blocks human sialic acid acetylesterase. Q9HAT2. SIAE FP-Rh probe binding, fluorescence polarization. inhibition, % at 9.66 µM. 370,000 compounds, 0.69% hits. AID 1053197;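 active = inhibition above a cutoff: mean of compounds within the control limits plus 3 SD of those, cut at about 17% in these data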;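 also: 0% = plate median of compound wells and 100% = probe without SIAE protein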
MBD2 DNA inh – inhibitors of human MBD2 binding to methylated oligonucleotide. inhibition, % at 4.4 µM. TR-FRET. 370,000 compounds, 0.31% hits. Q9UBB5; in the data active = inhibition above about 13%
ABHD4 inh – inhibits mouse alpha/beta hydrolase domain 4; purified mABHD4, FP-Rh probe fluorescence polarization; inhibition, % at 8.92 µM; 370,000 compounds, 0.54% hits; AID 720543;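 active = inhibition exceeding the mean over every tested compound plus 3 SD, cut at about 30% in these data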;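 also: 0% = plate median of compound wells and 100% = S159A mutant with DMSO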
Target sequence (Q8VD66 whole entry, looked up, the tested form may be a part): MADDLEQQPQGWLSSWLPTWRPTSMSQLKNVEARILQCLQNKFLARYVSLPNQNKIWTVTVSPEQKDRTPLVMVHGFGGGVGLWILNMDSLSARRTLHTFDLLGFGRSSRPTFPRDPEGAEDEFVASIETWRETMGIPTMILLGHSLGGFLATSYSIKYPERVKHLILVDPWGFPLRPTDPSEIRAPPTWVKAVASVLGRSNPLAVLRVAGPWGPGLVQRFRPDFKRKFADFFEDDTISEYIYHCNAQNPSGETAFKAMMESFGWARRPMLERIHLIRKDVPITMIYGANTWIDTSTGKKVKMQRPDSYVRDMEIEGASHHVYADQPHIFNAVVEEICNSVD
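Material: mouse ABHD4 enzyme, wild type; Benchmarks: S159A mutant high control, sample median low control; Buffer or medium: HEPES pH 7.0, NaCl, Pluronic buffer; Signal: fluorescence polarization; Read-out: percent inhibition of probe binding, normalized to plate controls; Timing: pre-incubation 45 min, probe exposure 60 min, at 25 °C; Dosing: 8.92 µM, single dose.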
HTRA1 inhibitor – HTRA1 (human) protease inhibition. 340,000 compounds, 0.5% hits. recombinant HTRA1, FP-rhodamine activity-based probe, fluorescence polarization. inhibition, % at 5.96 µM. Q92743; in the data active = inhibition above about 36%;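 also: 0% = enzyme with DMSO and 100% = wells lacking enzyme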
UHRF1 MBD2 ctr – blocks human UHRF1 binding to methylated DNA; UHRF1 binding to methylated oligo, TR-FRET; AID 687016; inhibition, % at 4.4 µM; 370,000 compounds, 0.75% hits; in the data active = inhibition above about 21%;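 also: UHRF1 SRA domain binding a hemimethylated CpG hairpin DNA probe; 0% = median of test compound wells and 100% = reference inhibitor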
An asterisk follows results filed as active; . = not tested or not shown.

Structure	rCAG binder	NPR1 activator	PRMT1 inh	GC-B act	TCR-CD3 inh	SIAE primary	MBD2 DNA inh	ABHD4 inh	HTRA1 inhibitor	UHRF1 MBD2 ctr
CCC(=O)c1ccc(OCc2ccc(C(=O)OC)o2)c(OC)c1	2	5	-2	-5	10	0	-3	4	-7	-1
CCN(CC)CCNC(=O)C1CCC(=O)N1CCc1ccccc1 (stereo not given)	1	0	-3	9	1	-4	-2	2	4	1
CCCS(=O)(=O)NC(=O)C1(C)CCN(C(=O)c2ccc(C(=O)OC)cc2)C1 (stereo not given)	2	-3	-1	4	7	-3	4	5	.	-1
CC(=Cc1cccs1)C(=O)c1ccccc1	1	-4	-4	-1	7	0	-1	-2	1	1
O=C(CCNS(=O)(=O)c1cccc2nonc12)NC1CCCc2ccccc21 (stereo not given)	-1	-4	-1	1	9	0	1	2	-11	-4
CC(C)c1ccc(C2(C)NC(=O)N(C(C)C(=O)Nc3ccc(N4CCOCC4)cc3)C2=O)cc1 (stereo not given)	-4	-1	4	3	-2	4	5	12	4	2
CC(C)c1ccc(NC(=O)COC(=O)Cn2cnc3c2c(=O)n(C)c(=O)n3C)cc1	2	3	-2	-2	-3	6	4	7	-3	-3
COc1ccc(Oc2ccc(N/C=C/C(=O)C(C)(C)C)cc2)cc1	3	3	-1	-5	3	-7	0	-4	-6	0
CCOC(=O)N1CCN(C(=O)CSc2ccc(-c3cccc(OC)c3)nn2)CC1	-7	-3	-3	-2	0	-4	0	-7	6	2
CC1CCCCC1NC(=S)NC(=O)c1sc2ccccc2c1Cl (stereo not given)	7	-5	0	-5	-1	-3	2	0	-17	1
Cc1ccc(OCCn2cnc3sc(C(N)=O)c(C)c3c2=O)cc1	-1	-2	-4	-7	5	-3	1	3	.	-1
CC(C)(C)SCCNC(=O)c1ccc(Cl)c(S(=O)(=O)N2CCOCC2)c1	-5	5	-2	7	8	3	-7	9	0	-1
Cc1ccc2[nH]c(C)c(CC(=O)NCc3ccccc3)c2c1	1	-4	1	1	4	3	5	-7	3	0
COCCn1c(Cc2ccccc2)nnc1SCC(=O)NC1CC1	4	4	4	-6	8	5	8	-11	0	4
CC(NC(=O)COC(=O)Cc1ccc(Cl)cc1)c1ccccc1 (stereo not given)	0	2	5	3	-6	3	-1	1	-3	1
O=C(CNCc1ccco1)Nc1cc(S(=O)(=O)N2CCOCC2)ccc1N1CCCC1	0	-1	2	0	0	11	4	11	3	1
COc1cc(C(=O)Nc2ccc3c(c2)OCO3)c([N+](=O)[O-])cc1OC	2	0	-2	1	1	-2	-2	-4	-5	0
CCOC(=O)C(C)Sc1nc(=O)n2cc(C)ccc2n1 (stereo not given)	-4	0	-2	-4	3	-4	1	-4	4	-2
O=C1C(NS(=O)(=O)c2ccc(Cl)cc2)=C(N2CCCCC2)C(=O)c2ccccc21	11	1	3	-3	-3	10	-5	22	14	-2
CC(C)Oc1ccc(F)cc1-c1cc(C(=O)NCc2ccc(F)cc2)[nH]n1	2	11	-6	14	1	-5	-3	-18	.	-1
CC1CCCCC1NC(=S)Nc1cccc(S(=O)(=O)N(C)C)c1 (stereo not given)	4	-2	3	2	1	1	5	-4	-22	1
O=C(COc1ccccc1)NC1CCN(Cc2ccccc2)CC1	1	0	-5	2	2	5	2	3	4	-3
OC(c1cccc(Cl)c1)c1nccc2ccccc12 (stereo not given)	-3	-11	3	-11	5	-1	-1	-1	-4	0
Cc1cc(C)cc(NC(=O)COC(=O)CN=C2NS(=O)(=O)c3ccccc32)c1	1	.	-1	.	8	-3	4	-4	3	-2
CSC(=S)N/N=C(\C)c1ccc(Br)cc1	-3	3	3	3	-2	3	2	13	5	-5
CN(C)C=Nc1ccc(Cl)c(Cl)c1	-2	0	1	0	-2	2	-1	3	9	0
CC(C)C(=O)NC(NC(=S)Nc1cccc2cccnc12)C(Cl)(Cl)Cl (stereo not given)	2	-5	1	7	10	4	-1	-4	-11	-3
Cc1noc(C)c1CSCC(=O)NCCN1C(=O)S/C(=C\c2ccccc2F)C1=O	-3	-3	1	0	1	8	1	1	-12	-5
CC1(C)Cc2c(sc3nc(-c4ccccc4)n(N)c(=O)c23)CO1	2	3	0	0	-7	-4	-4	10	-4	-2
COc1cccc(CNC(=O)c2ccc(S(=O)(=O)N3CCCC3)cc2)c1	-1	2	3	-5	0	4	6	-4	3	3
CC1(C(=O)Nc2cnc3ccccc3c2)CCN1C(=O)CC(c1ccccc1)c1ccccc1 (stereo not given)	7	-6	-1	-8	4	0	1	-10	.	0
Cc1cccc(C)c1NC(=O)C(=O)NCCc1c[nH]c2ccccc12	5	-2	-2	-1	10	6	1	-5	3	2
Cc1ccc(C(=O)OC(C(=O)Nc2ccc(Cl)cc2C(F)(F)F)c2ccccc2)cc1 (stereo not given)	8	-4	2	1	-10	-5	6	4	-5	11
CCOC(=O)CC[C@H]1CC[C@]2(CCCN(C(=O)c3ccno3)C2)O1	0	3	3	-4	.	-3	4	5	.	3
Cc1[nH]n(-c2ccccc2)c(=O)c1N=Nc1nccs1	10	-1	-2	2	-8	15	-14	16	6	-18
Cc1[nH]c2ccccc2c1C(=O)CSc1nncn1C	2	5	-1	-1	3	3	-5	-3	2	-1
O=C(Cc1ccc(Cl)cc1)N/N=C/c1ccncc1	-1	4	-2	5	5	10	-2	-2	-3	-1
CC1CC(C)CN(CCCNC(=O)C2CCC(=O)N2C2CCCC2)C1 (stereo not given)	-4	0	0	2	-5	0	3	-1	7	3
CCN(CCCNC(=O)CCNC(=O)Cn1ccc2ccccc2c1=O)c1ccccc1	-2	2	-2	-2	5	1	-3	11	7	0
CCc1ccc(C(=O)COC(=O)c2cccc(N3C(=O)c4c(C)nc5ccccc5c4C3=O)c2)cc1	10	6	-1	0	-9	4	-4	-1	0	3
O=C(OCc1ccccc1)N1CCN(C(c2ccnc3ccccc23)c2nnnn2-c2ccc3c(c2)OCCO3)CC1 (stereo not given)	13	-4	4	-1	0	0	2	-11	.	-2
COc1ccc(O)c(/C=N/NC(=S)Nc2cccnc2)c1	2	0	-5	-4	3	10	-5	22	18	-10
CNc1ccc(-c2cccc(CO)c2)cn1	-2	2	-2	2	2	1	2	-1	.	-4
CCOc1ccc(OCC)c(NC(=O)C2CCCN(S(=O)(=O)c3c(C)n[nH]c3C)C2)c1 (stereo not given)	3	-2	-2	-2	-4	-2	-2	-4	-8	1
Cc1ccccc1Cn1nc(C)c(NC(=O)C2(C)CC2(Cl)Cl)c1C (stereo not given)	-6	3	1	-1	2	3	1	4	-9	9
COc1cc(C)nc(N2CCC(C(=O)NCC3CCCO3)CC2)n1 (stereo not given)	-3	0	5	3	-8	-1	-1	9	-1	3
O=[N+]([O-])c1ccccc1CSc1nnc2ccccn12	-2	1	3	3	2	-1	0	-1	-5	-2
O=C(Nc1ccncc1NC(=O)c1cccc([N+](=O)[O-])c1)c1cccc([N+](=O)[O-])c1	-2	-9	0	-6	-5	7	1	0	2	0
O=C(Cc1ccc(F)cc1)Nc1ccccc1N1CCCC1	-4	-3	4	-2	6	-3	1	5	6	3
CCCn1c(SCC(=O)NC(C)C)nc2sc3c(c2c1=O)CCC3	-1	-3	-4	-2	1	8	2	-1	2	0

Entries of single compounds, looked up by structure. Screens in order: rCAG binder	NPR1 activator	PRMT1 inh	GC-B act	TCR-CD3 inh	SIAE primary	MBD2 DNA inh	ABHD4 inh	HTRA1 inhibitor	UHRF1 MBD2 ctr
Profile of COc1cc(C)nc(N2CCC(C(=O)NCC3CCCO3)CC2)n1 (stereo not given) = -3	0	5	3	-8	-1	-1	9	-1	3
Profile of COc1cccc(CNC(=O)c2ccc(S(=O)(=O)N3CCCC3)cc2)c1 = -1	2	3	-5	0	4	6	-4	3	3

Additional results.
Structure	rCAG binder	NPR1 activator	PRMT1 inh	GC-B act	TCR-CD3 inh	SIAE primary	MBD2 DNA inh	ABHD4 inh	HTRA1 inhibitor	UHRF1 MBD2 ctr
Cc1nc(N2CCN(Cc3ccccc3)CC2)nc2c1C(=O)CC(c1ccco1)C2 (stereo not given)	-2	-5	2	-5	4	-1	2	-5	-23	5
C=CCOc1ccc(C=NNc2ccc(S(=O)(=O)Nc3ccccc3C(=O)O)cc2[N+](=O)[O-])cc1OC	37*	-3	0	3	16	11	0	50*	26	-1
O=C(NCc1nnnn1-c1ccc(Cl)cc1)C1CC(=O)N(c2ccc(F)cc2)C1 (stereo not given)	2	0	1	4	0	2	-3	-6	3	2
CC(NC(=O)COC(=O)C1=COCCO1)C12CC3CC(CC(C3)C1)C2 (stereo not given)	-7	-3	-1	0	6	-4	-2	2	5	-1
CN(C)CCNC(=O)c1cccc2nc3c(ccc4ccccc43)nc12	11	-37	-1	-20	-8	-3	31*	3	3	-33
FC(F)(F)c1cccc(N2CCN(C(=S)NCC3CCCO3)CC2)c1 (stereo not given)	-1	-3	0	4	-5	8	1	-16	-9	-2
Cc1c(NC(=O)CSc2nc3ccccc3[nH]2)c(=O)n(-c2ccccc2)n1C	0	0	4	-1	-6	5	0	-5	3	4
CCc1ccccc1NC(=O)CN1CCN(C(=O)CCC(=O)N2CCC(c3ccccc3)=N2)CC1	0	-3	-1	6	-8	-11	-1	-9	5	0
COC(=O)CC1=C(C(=O)OC)C(c2ccncc2)C(C#N)=C(N)O1 (stereo not given)	0	0	6	2	8	-11	6	-18	1	3
Cc1oc(C(=O)O)cc1COc1ccc2c(C)cc(=O)oc2c1	4	0	-1	3	4	0	1	8	2	4

Screening results (PubChem BioAssay)

A portion of the library. The share of hits here may be higher or lower than overall.
